KKLEB tox: CF airway cell cytotoxicity counter-screen; KKLEB CF airway cells viability, ATPlite luminescence, overnight; active compounds read low; cells stimulated with P. aeruginosa culture filtrate; activity change (cytotoxicity), % at 5 µM; actives 0.36% (n = 360,000); AID 602141;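 active = corrected activity change at or below -50% at 5 µM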
Peg3 promoter: inhibitors of Peg3 promoter; HeLa PEG-Prom luciferase reporter, luminescence, overnight; inhibition, % at 20 µM; actives 1.7% (n = 360,000);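 active = inhibition of at least 50% at 20 µM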
Shn3 3UTR inh: Schnurri-3 reporter inhibition in Clone20 osteoblasts. Clone20 osteoblast Shn3 3'UTR firefly luciferase, 24 h. inhibition, % at 12.5 µM. actives 0.52% (n = 360,000). AID 588674;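 active = mean inhibition of at least 75% with every replicate also reaching 75%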;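 note: 0% = median of neutral control wells and 100% = pilot-screen positive control compound; some compounds past the cut are filed as inactive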
CF NFkB block: cystic fibrosis NF-kB activation inhibition; KKLEB NF-kB-GFP reporter, PAF-induced, GFP fluorescence overnight; inhibition, % at 5 µM; actives 0.86% (n = 360,000);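 active = at least 50% inhibition at 5 µM, scaled per plate between neutral and stimulator controls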;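 note: PAF is a Pseudomonas aeruginosa culture filtrate used as stimulus; plate controls were PAF-stimulated DMSO wells for no effect and unstimulated DMSO wells for full effect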
Vif inh: HIV Vif inhibition; HEK293T cells, Vif self-association by quenched fluorescence, imaging, 24 h; inhibition, % at 7.49 µM; actives 0.35% (n = 340,000); AID 602346; in the data active = inhibition above about 50%, passing the limit was not always enough; note: some results filed as inactive read as strong as hits
CaV13 FRET inh: Disruptors of the CACNA1D IQ motif to Ca2+-dependent inactivation inhibitor domain association, primary screening, Förster resonance energy transfer in intact living …; AID 743397; HEK cells, CFP/YFP FRET ICDI-IQ, plate reader, 10 min; percent FRET-ratio fall versus neutral wells; actives 0.098% (n = 340,000); inhibition, % at 12.3 µM;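 active = mean replicate inhibition of at least 30% and at least 1% of replicates passing that level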;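 note: 0% = median of the neutral control wells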
TRPM1 prom inh: reduces MITF-dependent TRPM1 promoter luciferase signal | SK-MEL-5 TRPM1 promoter luciferase, 24 h | inhibition, % at 12.5 µM | actives 0.83% (n = 330,000);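 active = mean inhibition across replicates of 60% or more, whatever share of single replicates reaches that level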; note: values of inactives mirror those of a sister screen read the other way
PDI inh: PDI (human) enzyme inhibition; P07237; PDI insulin aggregation turbidity, A650, 90 min; inhibition, % at 10 µM; actives 0.052% (n = 350,000); AID 588391;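 active = mean inhibition across replicates of 30% or more, whatever share of single replicates reach that level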;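 note: absorbance from insulin aggregation driven by PDI reduction with DTT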
Target sequence (P07237 whole entry, looked up): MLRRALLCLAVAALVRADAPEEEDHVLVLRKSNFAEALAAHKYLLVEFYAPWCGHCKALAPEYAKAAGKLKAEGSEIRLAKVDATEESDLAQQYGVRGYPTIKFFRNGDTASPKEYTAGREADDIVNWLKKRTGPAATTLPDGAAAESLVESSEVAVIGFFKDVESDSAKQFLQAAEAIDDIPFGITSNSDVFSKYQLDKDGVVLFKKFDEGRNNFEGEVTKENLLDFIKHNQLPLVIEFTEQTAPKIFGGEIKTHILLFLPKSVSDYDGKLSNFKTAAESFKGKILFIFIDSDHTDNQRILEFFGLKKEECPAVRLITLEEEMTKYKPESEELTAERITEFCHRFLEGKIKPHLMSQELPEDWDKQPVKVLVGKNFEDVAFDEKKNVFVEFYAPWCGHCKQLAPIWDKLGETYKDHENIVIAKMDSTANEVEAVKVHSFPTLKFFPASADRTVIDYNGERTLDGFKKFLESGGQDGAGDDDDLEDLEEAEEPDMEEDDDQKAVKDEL
NR2E3 ag-1: human photoreceptor-specific nuclear receptor agonism. Q9Y5X4. CHO-S Gal4-NCOR/VP16-NR2E3 two-hybrid, luciferase. inhibition of corepressor binding, % at 3.98 µM. actives 0.35% (n = 360,000). AID 602229;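 active = inhibition above the mean of all tested compounds plus 3 SD, cut at about 70% in these data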;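 note: 0% = DMSO with NR2E3 transfected cells and 100% = cells lacking NR2E3 construct; higher means lower luciferase signal from less NR2E3 corepressor binding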
Target sequence (Q9Y5X4 whole entry, looked up, the tested form may be a part): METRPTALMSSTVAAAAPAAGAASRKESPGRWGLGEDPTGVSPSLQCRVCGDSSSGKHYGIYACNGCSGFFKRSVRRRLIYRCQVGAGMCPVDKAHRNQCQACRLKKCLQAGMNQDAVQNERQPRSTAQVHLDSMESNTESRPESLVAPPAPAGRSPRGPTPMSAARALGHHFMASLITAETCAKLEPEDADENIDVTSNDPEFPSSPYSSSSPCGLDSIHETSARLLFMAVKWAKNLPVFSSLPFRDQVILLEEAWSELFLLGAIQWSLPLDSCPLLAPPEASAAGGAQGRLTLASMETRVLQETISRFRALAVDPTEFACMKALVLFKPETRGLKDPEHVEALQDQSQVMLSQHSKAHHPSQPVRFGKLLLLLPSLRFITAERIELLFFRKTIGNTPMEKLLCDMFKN
NR2E3 ag-2: activates human photoreceptor nuclear receptor NR2E3; Q9Y5X4; GST-NR2E3/biotin-RetCOR TR-FRET, 1536-well; inhibition of corepressor binding, % at 4.78 µM; actives 0.12% (n = 320,000); AID 2300;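 active = percent inhibition above the cutoff of mean plus 3 SD of all tested compounds, set per screening campaign, cut at about 20% in these data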;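 note: 0% = DMSO wells and 100% = biotin wells as full block of FRET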
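system = GST-tagged NR2E3 plus biotinylated RetCOR corepressor | input = 1.35 nM GST-NR2E3 | also added = 7 nM biotin-RetCOR | schedule = 5 h incubation at 4 °C | measured by = TR-FRET with europium anti-GST and streptavidin-D2, 340 nm excitation | read-out = percent loss of FRET ratio relative to control wells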
HIF-2a inh: HIF-2a inhibition. 786-0 RCC cells HIF-2a reporter, luciferase luminescence, overnight. inhibition, % at 18.8 µM. actives 0.72% (n = 360,000). AID 624352;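 active = inhibition of the luminescence signal of 40% or more relative to plate controls, in a single-dose primary screen at 18.75 µM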
Starred values were filed as active, the others as inactive; . = no result given.

SMILES	KKLEB tox	Peg3 promoter	Shn3 3UTR inh	CF NFkB block	Vif inh	CaV13 FRET inh	TRPM1 prom inh	PDI inh	NR2E3 ag-1	NR2E3 ag-2	HIF-2a inh
O=C1CC23c4ccccc4N4C(=O)CC5OCC=C6CN1C2CC6C5C43 (centres undefined)	8	7	-4	-6	-10	-5	2	11	-2	.	14
Cc1ccc(C2N(c3ccccn3)C(=O)C3CCCN32)o1 (centres undefined)	4	8	5	7	-15	-3	-10	7	-4	3	7
COc1ccccc1CCNC1CCCC(C)C1 (centres undefined)	-13	7	12	8	-6	-6	7	-3	-5	0	7
CC1CCCN(C(=O)c2ccc(N3CC4CC(C3)c3cccc(=O)n3C4)c([N+](=O)[O-])c2)C1 (centres undefined)	9	15	-30	7	-6	-4	-12	2	-31	-2	11
O=C(c1ccccc1)c1cn(CC(=O)N2CCCc3ccccc32)c2ccccc12	-14	16	19	-6	-5	-3	6	-3	-24	-2	18
C[C@]12CCC3[C@@H](CC[C@@H]4C[C@H](O)CC[C@]34C)[C@@H]1CCC2=O (some centres undefined)	18	9	-8	11	9	-5	6	11	-10	-1	9
Cc1ccc(-c2nc3ccc(C)cn3c2CC(=O)N(C)C)cc1	-4	1	-2	1	-5	-5	1	9	-20	1	-22
Cc1ccc(-n2c(O)c(/C=N/N3CCCCC3c3cccnc3)c(=O)[nH]c2=S)cc1 (centres undefined)	-17	-24	-15	3	0	1	0	13	26	1	-8
C[C@@H]1NCCc2cc(O)c(O)cc21	6	-5	-7	3	-15	-5	-11	-4	-1	0	13
CCOC(=O)c1c(-n2c(C)cc(C=C3C(=O)NC(=O)NC3=O)c2C)sc2c1CCCC2	4	15	32	10	5	-5	5	-4	-6	1	8
Clc1ccc(N2CC2c2ccncc2)cc1 (centres undefined)	7	6	-14	-1	2	-4	-6	2	-10	0	11
O=[N+]([O-])c1ccc2c(c1)C(c1ccccc1)=NCCN2	0	33	0	18	-5	-10	11	5	-30	0	1
CCCN(CCC)C1Cc2cc(OC)c(OC)cc2C1	-22	-22	3	19	-7	-4	2	6	-17	1	4
N#CC(c1ccccc1)N1CCOCC1 (centres undefined)	-22	4	10	4	4	-15	4	10	-3	0	16
COc1cc(/C=C2/C(=O)NC(=O)N(c3ccc(C)cc3)C2=O)cc(OC)c1OC	7	-60	-37	-4	9	-20	2	1	2	0	14
COC(C)(C)CCCC(C)C/C=C/C(C)=C/C(=O)OC(C)C (centres undefined)	-3	-3	-10	10	28	.	7	.	-2	6	4
COc1ccc(CCNCc2cccc(C(F)(F)F)c2)cc1OC	11	2	19	-28	-1	-2	-3	-4	-23	0	12
CC1=CC(=C2C(=O)NC(=O)NC2=O)C=C(C(F)(F)F)N1Cc1ccccc1	-7	19	8	24	4	-6	10	10	-1	2	16
CS(=O)(=O)c1ccc(C2=C(CNC(=O)c3nccs3)[C@H]3CC[C@@H](C2)N3Cc2ccco2)cc1	9	-25	-8	-12	1	-8	.	2	-5	.	5
Cc1ccc(/C=C2\C(=O)NC(=O)N(CC3CCCO3)C2=O)s1 (centres undefined)	11	0	.	-11	1	3	7	-3	-45	4	20
C=CC1CN2CCC1CC2C(O)c1ccnc2ccccc12 (centres undefined)	11	-21	-3	-8	10	.	-7	.	-13	.	1
COC(=O)c1c(C)n(Cc2ccc3c(c2)OCO3)c2ccc(O)cc12	18	-56	9	30	-12	-8	-25	-6	-34	2	-66
CC(N)Cc1c[nH]c2ccc(Cl)cc12 (centres undefined)	1	-12	11	-3	23	.	-6	7	9	-5	10
C1CCC2CCCCC2C1 (centres undefined)	-16	-3	-6	-6	0	.	7	.	11	3	2
O=C(O)Cn1cc(C=C2C(=O)NC(=O)NC2=O)c2ccccc21	2	4	12	2	-2	-17	5	2	20	2	21
CCOC(=O)[C@]12Cc3cc(N(C)C)ccc3[C@H]1N(Cc1ccccc1)C(=O)c1ccccc12	4	10	15	-9	-1	-12	-2	-3	22	.	16
CCOc1ccccc1N1C(=O)NC(=O)C(CCc2ccncc2)(CCc2ccncc2)C1=O	-4	21	8	2	.	.	9	9	-2	0	26
O=C1NC(=O)[C@]2(Cc3ccccc3N3CCN(c4ccccc4)CC32)C(=O)N1c1ccccc1 (some centres undefined)	-1	-15	-69	-14	-7	-5	-4	0	-53	2	-119
N#CSCC(=O)N1c2ccccc2CCc2ccccc21	-26	18	5	59*	0	-5	5	9	17	-5	41*
COc1ccc(C(C)=O)cc1CC(C(=O)c1ccc(F)cc1)N(C)C (centres undefined)	10	18	5	2	5	1	-1	11	3	-6	9
COC(=O)C(O)(c1ccc(N(C)S(=O)(=O)c2ccccc2)cc1)C(F)(F)F (centres undefined)	5	-3	-7	8	.	-5	-3	-12	-49	-1	-29
CCCn1c(C)c(C(=O)c2cccc3ccccc23)c2ccccc21	26	-64	-62	-2	-2	-4	-16	-9	-31	3	-191
CSc1ncc(/C=C2/C(=O)NC(=O)N(c3ccc(C(C)C)cc3)C2=O)cn1	-8	13	-5	-3	-1	-6	8	2	18	0	25
Cc1ccc(N)cc1C	11	-6	10	-5	2	.	-11	.	8	.	3
O=c1[nH]c(O)c(/C=C2/C=CC(c3cc(Cl)ccc3Cl)=N2)c(=O)[nH]1	-5	-4	15	-83	-3	8	18	-10	-14	1	-8
CN1C(=O)NC(=O)C2(CCCC2)C1=O	7	3	-5	8	25	-6	-2	7	-14	.	11

Profiles, looked up by structure. Order of values: KKLEB tox | Peg3 promoter | Shn3 3UTR inh | CF NFkB block | Vif inh | CaV13 FRET inh | TRPM1 prom inh | PDI inh | NR2E3 ag-1 | NR2E3 ag-2 | HIF-2a inh
Record of CSc1ncc(/C=C2/C(=O)NC(=O)N(c3ccc(C(C)C)cc3)C2=O)cn1 → -8 | 13 | -5 | -3 | -1 | -6 | 8 | 2 | 18 | 0 | 25
Record of CN1C(=O)NC(=O)C2(CCCC2)C1=O → 7 | 3 | -5 | 8 | 25 | -6 | -2 | 7 | -14 | . | 11
Record of N#CSCC(=O)N1c2ccccc2CCc2ccccc21 → -26 | 18 | 5 | 59* | 0 | -5 | 5 | 9 | 17 | -5 | 41*
Record of CCOC(=O)[C@]12Cc3cc(N(C)C)ccc3[C@H]1N(Cc1ccccc1)C(=O)c1ccccc12 → 4 | 10 | 15 | -9 | -1 | -12 | -2 | -3 | 22 | . | 16

The listing continues.
SMILES	KKLEB tox	Peg3 promoter	Shn3 3UTR inh	CF NFkB block	Vif inh	CaV13 FRET inh	TRPM1 prom inh	PDI inh	NR2E3 ag-1	NR2E3 ag-2	HIF-2a inh
O=C1NCN(c2ccccc2)C12CCN(C(c1cccs1)c1nnnn1C1CCCCC1)CC2 (centres undefined)	2	22	12	-6	-4	-6	.	.	-16	.	-2
C[N+](C)(C)Cc1ccccc1	-44	11	10	-10	-5	-5	-4	7	-37	2	0
CC1=NN(c2ccccc2)C(=O)/C1=C/c1c(O)[nH]c(=S)[nH]c1=O	2	10	5	0	7	.	10	2	-32	-1	-1
COc1ccccc1N1CCN(Cc2ccc(Br)cc2)CC1	-6	12	9	8	3	-2	-2	2	6	2	10
CC(=NNC(=S)N1CC2CCC(CC2)C1)c1nccs1	-26	-31	93*	67*	9	-6	57	-14	96*	.	-251
COc1ccc(NP(=O)(Nc2ccc(OC)cc2)Oc2ccccc2)cc1	19	19	-2	-12	-2	-8	-8	7	-2	-3	15
Cc1cc(C)nc(NS(=O)(=O)c2ccc(N=Cc3c(O)n(C)c(=O)n(C)c3=O)cc2)n1	-4	7	-5	-26	8	-5	3	0	13	1	10
COC(=NC1CCCCC1)C(O)c1c[nH]c2ccccc12 (centres undefined)	1	-10	3	4	2	-4	3	6	7	2	16
c1ccc(C(OCCN2CCNCC2)c2ccccc2)cc1	10	-5	0	-1	16	-4	-7	2	-11	-3	9
CN1Cc2cccnc2N(C)Cc2cc(Cl)ccc21	-11	23	21	12	-9	-4	23	-3	2	-3	5
CCOC(=O)C1(c2ccccc2)CCN(Cc2cccc(C(=O)O)c2)CC1	-5	6	-18	5	-5	-9	17	-1	-20	4	3
OCC1CN1C1CCCCC1 (centres undefined)	-7	9	9	7	16	-6	4	0	-25	.	7
Clc1ccc(CCNCc2ccncc2)c(Cl)c1	-7	3	15	-11	7	-4	2	-2	-23	1	11
CC1CCCCN1C(=O)Cn1cc(C=C2C(=O)N(C)C(=O)N(C)C2=O)c2ccccc21 (centres undefined)	-9	14	-16	0	11	-3	6	2	4	3	16
CCCCCCn1c(O)c(C(C)=NC)c(=O)[nH]c1=O	-12	-41	-17	-14	4	-5	-27	-3	-31	2	-82
Cc1cccc(NC(=O)[C@@H](NC(=O)N2C[C@H]3C[C@@H](C2)c2cccc(=O)n2C3)C(C)C)c1	3	10	-8	-6	5	.	6	.	0	2	11
COc1ccc(NC(=O)c2cn(CCC#N)nc2-c2ccc([N+](=O)[O-])cc2)cc1	-13	19	11	-20	1	2	10	-7	-16	1	4
COc1cc2c(cc1OC)-c1c(OC)c(OC)cc3c1[C@H](C2)[N+](C)(C)CC3	10	-3	-10	-11	2	-4	0	-3	7	1	11
C=CCn1c(O)c(C(CC)=Nc2ccc(C(=O)O)cc2)c(=O)[nH]c1=O	2	4	-3	-7	3	8	0	-4	-9	-2	15
Cc1nn(Cc2ccccc2Cl)c(Cl)c1C(=O)O	0	6	-8	21	-3	-2	4	0	20	2	8
CNCCc1ccc(OC)c(OC)c1	4	7	-1	7	-2	.	2	.	-12	-1	4
O=[N+]([O-])c1ccc(OP(=O)(O)Oc2ccc([N+](=O)[O-])cc2)cc1	0	3	-23	-14	0	-10	-8	10	-1	.	-2
COc1ccccc1-n1c(/C=C/c2ccc(O)cc2)nc2ccccc2c1=O	-20	37	4	7	-4	-16	-5	-3	-6	2	6
CC(C)C1(C)N=C(c2ncccc2C(=O)O)NC1=O (centres undefined)	4	5	-6	-1	-3	-8	0	-2	-13	-2	18
O=C1Nc2ccccc2/C1=C/c1cnc[nH]1	18	-11	-5	12	4	-8	17	5	48	-9	-202
Cc1cc(C=C2C(=O)N(C)C(=O)N(C)C2=O)c(C)n1-c1ccccc1	-6	-22	-8	-2	-5	-5	-20	-1	-21	1	-14
CCn1c(=N)n(Cc2ccccc2F)c2ccccc21	11	10	24	-27	1	-5	-4	-3	2	0	20
CN(C)c1ccc(/C=C/[N+](=O)[O-])cc1	0	-17	-15	4	-7	-28	6	8	-14	-3	11
N#Cc1ccc(NC(=O)CN2CCCCCC2)cc1Cl	1	-26	0	-5	12	-3	-5	-6	13	3	-27
Cc1cccc(-n2c(-c3ccco3)nc3ccccc3c2=O)c1C	-22	6	18	10	1	-5	-6	-12	-25	1	12
O=S(=O)(c1cc(Cl)cc(Cl)c1)N1Cc2cc(-c3cccc(F)c3)ccc2-n2nncc2C1	-18	10	-5	2	7	-6	.	.	6	.	-5
COc1ccc(CN2C(=O)NC(=O)/C(=C/c3cc(OC)c(OC)c(OC)c3)C2=O)cc1	-2	4	15	-11	2	-6	3	7	-5	0	13
CC(Cc1ccccc1Sc1ccccc1O)N(C)C (centres undefined)	-4	13	-11	5	-5	.	7	38*	18	4	9

Screening data as filed in PubChem.

These rows are one share of the data, so the mix of outcomes need not match the whole.
